MsrA act: bovine MsrA enzyme activators, primary screen, biochemical, absorbance, HTS | 0.3% of 360,000 active | AID 602163, 2012 | purified bovine MsrA, absorbance read-out | activation, % at 10.6 µM | Methionine sulfoxide reductase A (Bos taurus); in the data active = activation above about 7.5%;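 also: 0% = vehicle and 100% = reference activator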
TbMetRS inhib: T. brucei MetRS inhibitors, primary screen, biochemical, luminescence. AID 624268, 2012. inhibition, % at 11.9 µM. 0.4% of 360,000 active. methionyl-tRNA synthetase (Trypanosoma brucei brucei). purified T. brucei MetRS, ATP depletion, Kinase-Glo luminescence;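 active = inhibition above a per-plate cutoff of the control wells' mean inhibition plus 3 SD, cut at about 5.5% in these data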;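 also: 0% = DMSO wells median and 100% = median of wells with control inhibitor compound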
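Measured by: Kinase-Glo luciferase luminescence reporting remaining unconsumed ATP. Material: purified T. brucei MetRS enzyme. Doses: 11.9 µM compound single dose, 0.9% DMSO. Medium: HEPES buffer containing pyrophosphatase, BSA, spermine, DTT. Times: 15 min preincubation, 2 h reaction, all 25 °C. Reagent: methionine, ATP and bulk E. coli tRNA.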
MLLE-PAM2 inh: inhibitors of PABP1 MLLE–PAM2 peptide binding, primary screen, biochemical, fluorescence polarization, FITC-PAM2, GST-MLLE. Polyadenylate-binding protein 1 (Homo sapiens), P11940. inhibition, % at 20 µM. AID 588489, 2011. 0.36% of 360,000 active; in the data active = inhibition above about 35%, passing the limit was not always enough;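 also: plate controls were DMSO wells with GST-MLLE for no effect and wells lacking GST-MLLE protein for full effect; some results filed as inactive read as strong as hits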
FAS-TE inh: FAS thioesterase domain inhibitors, primary screen, biochemical, fluorescence intensity, uHTS; recombinant FAS-TE, OMFH fluorogenic substrate, fluorescence endpoint; inhibition, % at 15 µM; AID 602261, 2012; 0.67% of 360,000 active; Fatty acid synthase (Homo sapiens), P49327;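 active = compounds whose normalised, plate-corrected inhibition of enzyme fluorescence in the single-dose primary screen is 50% or more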;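 also: 0% = DMSO with enzyme and 100% = substrate without enzyme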
eLon inh: inhibitors of E. coli Lon protease, primary screen, biochemical, fluorescence polarization; P0A9M0; purified E. coli Lon protease; inhibition, % at 7.94 µM; 0.42% of 360,000 active; in the data active = inhibition above about 13%, passing the limit was not always enough;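 also: 0% = enzyme with probe and DMSO and 100% = no enzyme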
CSN deneddyl inh: inhibitors of CSN-mediated cullin deneddylation, primary screen, biochemical, fluorescence polarization, uHTS. COP9 signalosome complex subunit 5 (Homo sapiens), Q92905. Purified CSN, SCF-Nedd8-OG deneddylation. inhibition, % at 12.5 µM. 0.38% of 360,000 active;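 active = pattern-corrected inhibition above about 35%, with an unprinted fluorescence ratio check between 0.5 and 1.5, limit read from the data, passing the limit was not always enough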;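 also: 0% = enzyme with substrate and 100% = substrate without enzyme; some results filed as inactive read as strong as hits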
Target sequence (Q92905 whole entry, looked up, one chain of several): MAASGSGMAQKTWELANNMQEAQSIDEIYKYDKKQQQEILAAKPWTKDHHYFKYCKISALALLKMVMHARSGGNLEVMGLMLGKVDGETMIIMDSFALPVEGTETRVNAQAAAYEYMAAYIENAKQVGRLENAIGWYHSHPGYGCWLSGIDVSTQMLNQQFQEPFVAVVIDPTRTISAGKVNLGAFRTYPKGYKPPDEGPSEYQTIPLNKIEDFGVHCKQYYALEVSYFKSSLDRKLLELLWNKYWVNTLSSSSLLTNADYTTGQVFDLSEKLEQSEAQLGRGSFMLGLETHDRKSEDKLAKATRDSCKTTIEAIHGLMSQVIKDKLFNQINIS
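Material: purified human Csn5 enzyme expressed in HEK293T cells / Medium: Tris buffer pH 7.5, NaCl, DTT, Tween-20, trehalose, ovalbumin / Compound dosing: 12.5 µM single point / Schedule: 90 min incubation of compound, enzyme and substrate at room temperature / Signal: fluorescence polarization of the substrate / Control set: no-enzyme wells high, enzyme-with-substrate wells low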
Rin1 Abl inh: inhibitors of Rin1-Abl protein binding, primary screen, biochemical, TR-FRET; 0.4% of 360,000 active; inhibition, % at 7.35 µM; in the data active = inhibition above about 5%, passing the limit was not always enough
MsrA inhibitor: bovine MsrA enzyme inhibitors, primary screen, biochemical, absorbance, HTS; inhibition, % at 15.5 µM; AID 651718, 2012; 0.75% of 360,000 active; Methionine sulfoxide reductase A (Bos taurus); purified bovine MsrA, absorbance read-out; in the data active = inhibition above about 4.5%;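 also: 0% = vehicle wells with enzyme and 100% = reference inhibitor wells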
Neddylation inh: inhibitors of cullin neddylation, primary screen, biochemical, TR-FRET, uHTS, NAE and Ubc12; NEDD8-conjugating enzyme Ubc12 (Homo sapiens) + NEDD8-activating enzyme E1 regulatory …; calls only at 25 µM; 0.58% of 360,000 active; AID 651699, 2012; in the data active = inhibition above about 36%
Target sequence (P61081 whole entry, looked up): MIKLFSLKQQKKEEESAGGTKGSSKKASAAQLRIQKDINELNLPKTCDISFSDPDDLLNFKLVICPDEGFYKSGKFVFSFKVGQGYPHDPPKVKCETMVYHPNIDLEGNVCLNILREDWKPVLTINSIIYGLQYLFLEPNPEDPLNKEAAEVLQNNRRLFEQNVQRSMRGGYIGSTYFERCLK
Target sequence (Q13564 whole entry, looked up): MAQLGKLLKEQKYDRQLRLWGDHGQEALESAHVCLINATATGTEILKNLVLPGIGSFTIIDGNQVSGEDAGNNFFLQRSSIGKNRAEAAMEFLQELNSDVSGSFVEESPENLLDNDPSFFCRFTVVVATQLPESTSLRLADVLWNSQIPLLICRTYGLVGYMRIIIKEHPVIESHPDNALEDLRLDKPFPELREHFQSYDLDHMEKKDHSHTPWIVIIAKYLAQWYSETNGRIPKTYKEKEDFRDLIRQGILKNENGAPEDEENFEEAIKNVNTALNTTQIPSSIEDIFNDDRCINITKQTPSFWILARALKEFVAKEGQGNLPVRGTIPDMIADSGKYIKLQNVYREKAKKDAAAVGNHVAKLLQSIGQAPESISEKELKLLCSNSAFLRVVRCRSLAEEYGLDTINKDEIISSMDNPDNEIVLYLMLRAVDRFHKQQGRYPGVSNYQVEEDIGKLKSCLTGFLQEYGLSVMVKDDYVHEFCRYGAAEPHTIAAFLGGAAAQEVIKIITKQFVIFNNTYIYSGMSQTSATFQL
Numbers without * were called inactive; i = inactive; / = no result given.

canonical_smiles	MsrA act	TbMetRS inhib	MLLE-PAM2 inh	FAS-TE inh	eLon inh	CSN deneddyl inh	Rin1 Abl inh	MsrA inhibitor	Neddylation inh
CCOC(=O)c1cc(-c2cccs2)[nH]n1	-3	-0.5	1	-5	-6	-3	0	1.3	i
NC1=NC(c2ccccc2C(F)(F)F)N(c2ccc(F)c(Cl)c2)C(N)=N1 (stereo not drawn)	-1	-0.4	10	-4	-6	-6	0	0.5	i
N#Cc1c(NCCCO)nc(-c2ccco2)c2c1CCCC2	-15	0.2	23	-1	0	5	-3	9.5*	/
CC1CCCCN1CCCNc1c(C=O)c(=O)[nH]c2ccccc12 (stereo not drawn)	-1	-0.1	-10	-6	-4	2	-3	-1.3	i
Cc1c(Cl)cccc1NC(=S)N1CCOCC1	-1	0.2	-18	-5	-6	-2	1	-2.1	i
N#CCCSc1ccccc1NC(=O)c1cc(=O)c2ccccc2o1	-4	-0.6	16	4	-16	1	2	0.0	i
CCN(CC)S(=O)(=O)c1ccc(C(=O)NCC(=O)N/N=C/c2ccccc2OC)cc1	-4	-0.4	5	4	-4	-8	1	0.3	i
COc1ccccc1NC(=O)c1ccccc1C(=O)N(C)Cc1ccccc1	-3	0.2	-5	-5	-4	4	-1	0.0	i
CCC(C)C(NC(=O)c1ccccc1NC(=O)c1ccc(C)cc1)C(=O)O (stereo not drawn)	-6	-0.7	-2	-2	1	-8	0	0.3	i
COc1cc(/C=C(\C#N)c2ccccn2)cc(OC)c1O	-6	-1.0	-103	-9	-251	12	-3	2.4	i
Cc1nccn1CC(=O)N/N=C/c1c[nH]c2ccccc12	-1	-0.2	-4	-6	8	-1	-2	-0.7	i
Cc1cc(N2CCCCC2)nc(-c2ccc(Br)cc2)n1	-3	-0.7	10	25	-4	-4	-1	0.2	i
CCCC(C)c1oc(=O)cc(O)c1C (stereo not drawn)	-3	0.4	6	-3	5	-4	-1	-0.2	i
CC(C(=O)NC1CCCCCC1)c1ccc([N+](=O)[O-])cc1 (stereo not drawn)	-4	-0.4	18	22	-5	0	0	-0.6	i
CC(C)c1ccc(S(=O)(=O)N2CCN(C(=S)NCc3ccco3)CC2)cc1	-2	0.0	-89	12	-1	9	3	-0.8	i
Cc1nn(-c2cc(C)c3ccccc3n2)c2c1C1C(C2)C1(C)C (stereo not drawn)	-1	0.1	11	24	7	0	-1	-0.5	i
Cn1cc(C(=O)c2ccc(Cl)cc2Cl)cc1C(=O)N/N=C(\N)COc1ccc(Cl)cc1	-7	-0.3	-13	24	-2	2	0	0.7	i
CN1CCN(C(=O)CCN2C(=O)/C(=C\c3ccccc3F)SC2=S)CC1	-1	-0.4	30	3	3	2	-1	0.7	i
COc1ccc(Cl)cc1C(=O)Nc1nc(C)cc(C)n1	-3	-0.9	5	-4	2	0	-3	0.9	i
CC(C)CCn1c(CN2CCN(C(=O)c3ccco3)CC2)nc2c1c(=O)n(C)c(=O)n2C	-3	0.5	-4	1	-7	1	1	-0.3	i

canonical_smiles	MsrA act	TbMetRS inhib	MLLE-PAM2 inh	FAS-TE inh	eLon inh	CSN deneddyl inh	Rin1 Abl inh	MsrA inhibitor	Neddylation inh
Cc1noc(/C=C/c2ccco2)c1S(=O)(=O)N1CCC(C(=O)N2c3ccccc3CC2C)CC1 (stereo not drawn)	-1	0.5	-28	40	-16	18	3	3.7	i
CCOC(=O)C1(Cc2ccccc2)CCCN(S(=O)(=O)N(C)C)C1 (stereo not drawn)	-2	-0.7	6	0	-7	5	-3	-0.3	i
Nc1ccc(-c2nc3ccccc3[nH]2)cc1	-3	-0.5	-3	-2	7	-9	-7	2.0	/
O=C1CC(c2cccc(O)c2)Oc2ccccc21 (stereo not drawn)	-12	-0.7	10	-4	13	1	3	0.2	i
CCOC(=O)CN1C(=N)N(c2nc(NC(C)C)nc(OC)n2)CC1=O	0	-0.1	-7	-2	3	1	-1	-0.6	i
COc1ccc(S(=O)(=O)N2CCCC(C(=O)NCc3ccncc3)C2)cc1Cl (stereo not drawn)	-4	0.1	2	-7	-3	-3	3	0.3	i
COc1ccc(CNC(=O)/C=C/c2ccc(S(=O)(=O)NCc3ccco3)cc2)cc1OC	-2	0.5	-3	3	-9	6	-3	-0.5	i
Cn1ncc(Oc2ccc([N+](=O)[O-])cc2)c(Cl)c1=O	0	0.3	3	-2	1	1	-4	-0.6	i
COc1ccc(S(=O)(=O)N2CCOCC2)cc1NC(=O)c1cccs1	-1	-0.1	-4	-8	-9	-8	-2	-0.8	i
O=C1c2ccccc2C(=O)N1c1ccc(S(=O)(=O)N2CCCCC2)cc1	-2	0.0	-7	17	0	3	1	-0.5	i
O=c1c2c(-c3ccc(Cl)cc3)csc2nc2n1CCC2	-10	-1.0	2	-1	-6	-1	1	0.3	i
Cc1[nH]c(C(=O)N/N=C/c2ccc(C(=O)O)cc2)c(C)c1C(=O)N/N=C/c1ccc(C(=O)O)cc1	-16	-1.2	-10	-11	1	-13	-3	9.9*	i
COc1cc(NC(=O)c2cc(C(C)C)on2)cc(OC)c1OC	-1	0.0	9	-2	0	7	-1	0.8	i
CS(=O)(=O)N(CC(=O)NCC1CCCO1)c1cccc(Cl)c1 (stereo not drawn)	-13	-2.5	-17	-8	2	0	5	1.8	i
O=C(CC12CC3CC(CC(C3)C1)C2)NCC(=O)OCc1cc(=O)oc2ccc3ccccc3c12	6	-0.3	-22	55*	-3	3	0	-1.6	/
COc1ccccc1C(=O)NNC(=O)c1ccc(NC(=O)CC(C)C)cc1	-3	-0.1	-12	-4	-1	-3	-1	1.0	i
COc1ccc(N(C)C(=S)Nc2ccc3nc(C)c(C)nc3c2)cc1	-6	0.3	20	-2	-8	-8	-2	3.2	i
CC(=O)Nc1nc(C)nc(-c2ccccc2OC(C)=O)n1	-2	0.4	7	-9	2	0	1	/	i
O=C(NCCn1cc(SCC(=O)N2CCOCC2)c2ccccc21)c1c(F)cccc1F	-2	-0.2	18	-6	3	-5	-4	-0.2	i
CC(C)CC(=O)Nc1c2c(nn1-c1cccc(Cl)c1)CS(=O)C2 (stereo not drawn)	-2	-0.4	-6	-4	-1	4	0	-0.5	i

canonical_smiles	MsrA act	TbMetRS inhib	MLLE-PAM2 inh	FAS-TE inh	eLon inh	CSN deneddyl inh	Rin1 Abl inh	MsrA inhibitor	Neddylation inh
CCn1c(=NC(=O)CCS(=O)(=O)c2ccccc2)sc2cccc(OC)c21	-2	-0.5	-13	16	-1	-1	-1	0.1	i
N=c1ccn(Cc2ccc([N+](=O)[O-])cc2)cc1	3	0.1	17	-6	-4	-4	1	1.1	i
C/C(CC(=O)Nc1ccc(N(C)C)cc1)=N\NC(=O)c1ccc(C(C)(C)C)cc1	-1	0.4	-20	-3	0	3	-4	-1.8	i
CCCCn1c(N)c(N(CCOC)C(=O)C2CC(=O)N(Cc3ccco3)C2)c(=O)[nH]c1=O (stereo not drawn)	-1	0.0	6	-8	-11	-8	-1	0.8	i
CCOC(=O)C1=C2c3ccc4ccccc4c3CC(C)(C)N2C(=O)C1=O	-3	-0.9	-14	-4	36	-1	-5	2.1	i
OCCNCc1cc(Br)ccc1OCc1ccccc1	-2	-0.2	5	-7	0	-4	4	0.2	i
COc1cccc(-c2cc(C(F)(F)F)nc(-n3cccn3)n2)c1	0	0.4	15	2	-8	2	1	0.7	i
O=C(O)c1ccc(NC2=C(n3nnc4ccccc43)C(=O)c3ccccc3C2=O)cc1	-1	-0.2	1	-1	4	6	-10	58*	i
COc1ccc(N2CCN(C(=O)C(=O)c3c(C)n(C)c4ccccc34)CC2)cc1	-4	0.4	-5	11	-9	11	-2	1.3	i
C[C@]1(C(=O)NCCN2CCOCC2)C=C[C@@H](Cc2ccccc2)N1C(=O)c1ccccc1	-1	-0.2	-1	-9	5	-6	-1	-0.5	i
Cc1[nH]c(=O)c(C#N)c(C)c1Cl	-2	-0.4	-5	-3	-5	0	0	2.6	i
c1ccc(-c2noc(-c3ccco3)n2)nc1	-2	-1.1	0	-6	5	-6	-3	-0.8	i
Cc1c(C(=O)N2CCC[C@H]2CO)oc2c(F)cccc12	-6	-1.0	6	-9	6	-4	1	0.3	i
COc1ccc(C2C(C(=O)c3ccc(C)o3)=C(O)C(=O)N2CC2CCCO2)cc1OC (stereo not drawn)	-4	-0.7	10	-8	-10	4	0	0.5	i
CCOC(=O)N1CCN(C2CCCN(C(=O)c3cccc(N(C)C)c3)C2)CC1 (stereo not drawn)	0	0.8	-3	-5	6	2	11	-1.1	i
CC(C)NC(=O)C1(C#N)C=C1c1ccccc1 (stereo not drawn)	-3	-0.1	/	-7	-5	2	/	-0.3	i
NS(=O)(=O)c1ccc(CNC(=O)c2cc(-c3cccnc3)nc3ccc(Br)cc23)cc1	-12	-0.6	0	1	-4	2	-25	1.9	i
C=CCN1C(=O)CSC1=Nc1ccc(NC(C)=O)cc1	-4	-0.4	-1	-6	-5	3	4	-0.4	i
Cc1ccc(C(=O)CCC(=O)Nc2cccc(C)c2)cc1	-1	-0.6	3	-1	-9	3	-1	-0.4	i
Cc1ccc(-n2cc(CNCCCn3cccn3)c(-c3cccc(C)c3)n2)cc1	-2	-0.3	9	6	-4	-2	-3	-1.6	i

canonical_smiles	MsrA act	TbMetRS inhib	MLLE-PAM2 inh	FAS-TE inh	eLon inh	CSN deneddyl inh	Rin1 Abl inh	MsrA inhibitor	Neddylation inh
O=C1NC(=O)C2(CCCC2c2ccccc2)N1 (stereo not drawn)	-2	-0.3	-10	-7	-6	-1	0	-0.4	i
COc1ccc(OC)c(CCNC(=O)CCCc2nnc3n(C)c(=O)c4sccc4n23)c1	-3	-0.2	-10	0	-7	-1	1	0.7	i
COc1cccc(C(=O)c2ccncc2C(=O)O)c1OC	-3	-0.2	2	-3	-19	6	-3	0.0	i
O=C(NCCCn1ccnc1)c1cccnc1	-4	0.0	-14	-5	-10	4	-5	0.2	i
O=C(CSc1nccc(=O)[nH]1)NC1CCCC1	-3	-0.3	-1	-4	1	4	2	0.2	i
Cc1nnc(NCc2ccncc2)c2ccccc12	0	0.1	-20	-5	-14	15	0	-0.4	i
CC(=O)c1c(N2CCN(CCO)CC2)nc(=S)n(-c2ccccc2)c1C	-4	-0.9	0	-2	-11	6	2	0.1	i

Shown as a hit in MsrA inhibitor, among the entries above:
structure	MsrA act	TbMetRS inhib	MLLE-PAM2 inh	eLon inh	CSN deneddyl inh	Rin1 Abl inh	MsrA inhibitor	Neddylation inh
N#Cc1c(NCCCO)nc(-c2ccco2)c2c1CCCC2	-15	0.2	23	0	5	-3	9.5*	/
Cc1[nH]c(C(=O)N/N=C/c2ccc(C(=O)O)cc2)c(C)c1C(=O)N/N=C/c1ccc(C(=O)O)cc1	-16	-1.2	-10	1	-13	-3	9.9*	i
O=C(O)c1ccc(NC2=C(n3nnc4ccccc43)C(=O)c3ccccc3C2=O)cc1	-1	-0.2	1	4	6	-10	58*	i
